TrxR1 substrate: qHTS Assay for Substrates of Mammalian Selenoprotein Thioredoxin Reductase 1 (TrxR1): qHTS | Potency, µM (series often up to 114 µM), inactives show top-dose activity change, negative = substrate turnover | Thioredoxin reductase 1, cytoplasmic (Rattus norvegicus), O89049 | 0.01% of 390,000 active | purified TrxR1 substrate turnover, NADPH consumption readout; note: potency is the fitted concentration of half-maximal effect; % is set by controls: 0 for no effect and ±100 for the full control effect; nearly all actives have a fitted effect of over 50% in size
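Rat TrxR1, dispensed at 90 nM, was prereduced with 400 uM NADPH (final) for 5 min at ~22 deg C, then incubated with compound 15 min before 400 uM selenite. A first-read NADPH fluorescence drop versus no-compound background flagged substrates.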
USP1 inh: Inhibitors of USP1/UAF1: Primary Screen | Ubiquitin carboxyl-terminal hydrolase 1 (Homo sapiens), O94782 | recombinant USP1/UAF1, Ub-Rhodamine cleavage fluorescence | Potency, µM (top dose mostly 57.1 µM), for the others: at the top dose activity change, negative = inhibition, hits mostly inhibitors | 0.23% of 390,000 active; note: potency is the fitted concentration of half-maximal effect; % is set by controls: 0 for no effect and ±100 for the full control effect; nearly all actives have a fitted effect of over 60% in size; inactives centre near -12
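1 nM enzyme complex + cpd, 15 min RT; start with Ub-Rho 150nM final; kinetic fluorescence ex 480/em 540, 6 reads q60 s. Buffer 50mM HEPES pH 7.8, 0.5mM EDTA, 0.1 mg/ml BSA, 1mM TCEP, 0.01% Tween-20.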
GRP78 ERSR act: qHTS for Inducers of the Endoplasmic Reticulum Stress Response (ERSR) in Human Glioma: qHTS; U87-MG GRP78 promoter luciferase reporter, 16 h; Potency, µM, without a hit: at the highest dose activation, usual class: activators; 0.02% of 420,000 active; note: potency is the fitted concentration of half-maximal effect; series mostly up to about 76 µM; % of control where 0% means no effect; nearly all actives have a fitted effect of over 35% in size
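ERSR induction read as luciferase luminescence (Bright-Glo, 10 min at room temperature) in stably transfected human U87-MG glioma cells exposed to compounds for 16 h, using GRP78 as sensor.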
TrxR1 inh: qHTS Assay for Inhibitors of Mammalian Selenoprotein Thioredoxin Reductase 1 (TrxR1): qHTS; 1% of 390,000 active; Thioredoxin reductase 1, cytoplasmic (Rattus norvegicus), O89049; recombinant rTrxR1, NADPH fluorescence consumption, selenite substrate; Potency, µM (doses to about 114 µM), without a hit: at the top dose activity change, negative = inhibition, hits mostly inhibitors; note: potency is the fitted concentration of half-maximal effect; % is set by controls: 0 for no effect and ±100 for the full control effect; nearly all actives have a fitted effect of over 65% in size
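Rat TrxR1 (90 nM in the dispensed reagent) was pre-reduced with 400 uM NADPH for 5 min at room temperature, then incubated with compound for 15 min. After 400 uM selenite was added, NADPH fluorescence (Ex 340/Em 450 nm) was followed for 8 min.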
LDHA inh: qHTS assay for inhibitors of human lactate dehydrogenase | L-lactate dehydrogenase A chain (Homo sapiens), P00338 | purified LDHA, NADH/diaphorase-resazurin fluorescence; active compounds read low | activity change, % (values are at about 110 or 230 µM) | 0.15% of 480,000 active; in the data active = activity change below about -30%; inconclusive = mostly about -25% to -30%;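 note: plate controls were DMSO wells for no effect and wells without enzyme for full effect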
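Human LDH5 (2 nM) was incubated with 0.06 mM NADH and 0.2 mM pyruvate for 5 min at room temperature in Tris pH 7.4. Remaining NADH was coupled through diaphorase/resazurin, and resorufin fluorescence was read at 0 and 20 min.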
mIDH1 inhibitor: qHTS for Inhibitors of mutant isocitrate dehydrogenase 1 (IDH1): qHTS; Isocitrate dehydrogenase [NADP] cytoplasmic (Homo sapiens), O75874; IDH1-R132H enzyme, NADPH consumption, diaphorase/resazurin fluorescence; 0.093% of 390,000 active; AID 602179, 2012; Potency, µM (titrated, usually from 76.6 µM), for the others: top-dose activity change, negative = inhibition, most hits filed as inhibitors; note: potency is the fitted concentration of half-maximal effect; % is set by controls: 0 for no effect and ±100 for the full control effect; nearly all actives have a fitted effect of over 65% in size
Target sequence (O75874 whole entry R132H, stated change not applied): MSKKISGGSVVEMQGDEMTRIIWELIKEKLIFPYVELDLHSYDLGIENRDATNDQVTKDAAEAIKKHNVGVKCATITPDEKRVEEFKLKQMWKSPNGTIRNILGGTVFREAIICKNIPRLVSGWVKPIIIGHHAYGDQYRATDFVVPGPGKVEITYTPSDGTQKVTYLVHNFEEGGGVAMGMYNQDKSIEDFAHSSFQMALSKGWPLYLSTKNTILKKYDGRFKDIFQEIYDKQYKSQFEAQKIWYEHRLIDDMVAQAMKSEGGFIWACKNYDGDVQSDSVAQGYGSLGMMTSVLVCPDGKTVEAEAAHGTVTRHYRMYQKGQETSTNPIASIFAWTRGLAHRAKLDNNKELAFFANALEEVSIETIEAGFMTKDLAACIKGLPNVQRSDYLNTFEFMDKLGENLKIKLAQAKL
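IDH1-R132H (0.5 ug/mL) preincubated 30 min with compound, then NADPH (0.016 mM) and alpha-KG (2 mM) added; 80 min at RT, pH 7.5. Remaining NADPH coupled via diaphorase/resazurin to fluorescence (540/590 nm); concentration-response curves normalized to no-enzyme control.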
Vif-A3G inh: qHTS for Inhibitors of Vif-A3G Interactions: qHTS; HeLa A3G-eYFP + Vif (tagged APOBEC3G with the HIV-1 protein that degrades it), YFP fluorescence, overnight; 0.076% of 410,000 active; Potency, µM (titrated, usually from 46.1 µM), for the others: at the top dose activity, negative = active, most hits filed as inhibitors; AID 602310, 2012; DNA dC->dU-editing enzyme APOBEC-3G (Homo sapiens), Q9HC16;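 note: potency is the fitted concentration of half-maximal effect; % is set by controls: 0 for no effect and ±100 for the full control effect; nearly all actives have a fitted effect of over 60% in size; hits raise eYFP signal because A3G escapes Vif-driven loss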
Target sequence (Q9HC16 whole entry, looked up): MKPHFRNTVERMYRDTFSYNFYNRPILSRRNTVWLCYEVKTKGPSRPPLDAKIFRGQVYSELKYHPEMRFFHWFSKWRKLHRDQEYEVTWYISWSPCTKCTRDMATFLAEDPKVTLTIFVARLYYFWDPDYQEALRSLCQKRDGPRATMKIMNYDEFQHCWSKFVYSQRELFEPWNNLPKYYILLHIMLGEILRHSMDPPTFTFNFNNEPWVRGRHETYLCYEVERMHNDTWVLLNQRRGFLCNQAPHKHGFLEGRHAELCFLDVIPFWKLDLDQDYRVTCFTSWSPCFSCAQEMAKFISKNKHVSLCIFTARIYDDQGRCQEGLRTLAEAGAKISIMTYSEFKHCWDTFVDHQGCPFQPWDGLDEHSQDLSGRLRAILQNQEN
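HeLa cells stably expressing Vif and C-terminally eYFP-tagged A3G, seeded overnight at 37 deg C, then exposed to compound by pintool overnight at 37 deg C. Rise in yellow fluorescence (Ex 488/Em 500-530, Acumen) marks blocked Vif-driven A3G degradation.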
Vif-APOBEC3F blk: qHTS for Inhibitors of Vif-A3F Interactions: qHTS. HeLa A3F-eYFP + Vif (tagged APOBEC3F with the HIV-1 protein that degrades it), YFP fluorescence increase. Potency, µM (highest dose often 46.1 µM), for the others: at the top dose activity, negative = active. 0.2% of 390,000 active; note: potency is the fitted concentration of half-maximal effect; % of control where 0% means no effect; nearly all actives have a fitted effect of over 65% in size
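HeLa cells stably expressing Vif plus C-terminally eYFP-tagged A3F were seeded, incubated overnight at 37 deg C, dosed with compound, incubated overnight again at 37 deg C. Yellow fluorescence (Ex 488/Em 500-530) reported blocked Vif-mediated A3F-eYFP degradation.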
RGS4 inhibitor: Inhibitors of Regulator of G Protein Signaling (RGS) 4: qHTS; AID 504845, 2011; 0.039% of 390,000 active; Regulator of G-protein signaling 4 (Homo sapiens), P49798; Potency, µM (titrated, usually from 114 µM), for inactives: at the highest dose activity change, negative = inhibition, actives largely listed as inhibitors; Transcreener GDP fluorescence polarization, RGS4-accelerated GTP hydrolysis; note: potency is the fitted concentration of half-maximal effect; % is set by controls: 0 for no effect and ±100 for the full control effect; nearly all actives have a fitted effect of over 75% in size; some results filed as inactive show a strong effect at the top dose
Target sequence (P49798 whole entry, looked up): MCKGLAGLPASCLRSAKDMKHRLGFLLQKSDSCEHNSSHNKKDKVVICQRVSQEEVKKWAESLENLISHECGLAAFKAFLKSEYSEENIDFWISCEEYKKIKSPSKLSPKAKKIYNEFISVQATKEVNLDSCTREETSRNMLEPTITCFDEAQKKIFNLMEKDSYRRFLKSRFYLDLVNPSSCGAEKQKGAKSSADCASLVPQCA
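MLSMR compounds (23 nl, pin-transferred) preincubated 10 min at room temperature with a 500nM (2x) first reagent, then RGS4 at 900nM (2x) plus Transcreener GDP mix added; fluorescence polarization (620/688 nm) read before and after 90 min at 30 °C.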
* = called active by the depositor; u = inconclusive; x = not tested or not shown; & = joins results of further samples; [ ] = another dose, or the depositor's remark. Unless noted, calls come from the whole dose curve; as a rule, active = well fitted curve in the direction sought with a large enough effect; inconclusive = small, poorly fitted or top-dose-only effect, or another doubt; inactive = no such curve, though single readings can be large; an effect the other way counts as inactive or inconclusive.

canonical_smiles	TrxR1 substrate	USP1 inh	GRP78 ERSR act	TrxR1 inh	LDHA inh	mIDH1 inhibitor	Vif-A3G inh	Vif-APOBEC3F blk	RGS4 inhibitor
O=C(Nc1cccc(Cl)c1Cl)c1snnc1-c1ccccc1	4%[57.1 µM]	-17%	1%	13%[57.1 µM]	1	1%	-1%	2%	3%
O=C(COC(=O)COc1cccc(C(F)(F)F)c1)NC(=O)NC1CCCCC1	-8%	-6%	-3%	-7%	-6	6%	1%	-1%	-2%
O=C(CCCNS(=O)(=O)c1cccc2nsnc12)NC1CCCCC1	9%[57.1 µM]	-20%	9%	38%[activator][57.1 µM]	-4	5%	-2%	3%	-17%
Cc1ccc(N2C(S)=C(C#N)C(=O)NC23CCCCC3)cc1	-2%	-22%	2%	-16%	-12	-6%	-1%	6%	-44%
Cc1noc(C)c1CCC(=O)Nc1cc(C(=O)O)ccc1Cl	x	-24%	-6%	x	1	9%	0%	2%	x
CC1CC(C)CN(CCCNC(=O)C2CCCN(c3ncnc4c3nc3n4CCCCC3)C2)C1 (stereo not drawn)	4%	-12%	1%	17%	4	4%	-1%	-1%	-4%
COc1ccc(Nc2cc(C(=O)NCCCN(C)C3CCCCC3)c3ccccc3n2)cc1	-8%	u	0%	1%	-4	0%	3%	-5%	0%
CC(=O)c1ccc(OCCCC(=O)OCC(=O)N2CCN(c3ccccc3)CC2)cc1	-4%	6%	-4%	0%[57.1 µM]	-6	7%	-1%	-1%	10%
O=C([C@@H]1CCCN1C1=NS(=O)(=O)c2ccccc21)N1CCN(c2ccccc2)CC1	x	-21%	-6%	x	0	-1%	-4%	1%	x
Cc1ccccc1Nc1c(-c2ccc(O)cc2)nc2c(C)cccn12	144%[activator]	u	-2%	6%	-7	0%	u	-20%	1%
O=C(Oc1cccnc1)c1ccc([N+](=O)[O-])cc1	-8%[57.1 µM]	2%	-1%	-10%[57.1 µM]	-3	10%	-1%	6%	16%
Cc1ccc(N(Cc2ccc(C(=O)NCC3CCCO3)cc2)S(C)(=O)=O)cc1C (stereo not drawn)	0%[57.1 µM]	-14%	0%	5%[57.1 µM]	-4	0%	1%	0%	12%
Cc1cc(N2CCOCC2)nc2ccc(NC(=O)C3CCC(C)CC3)cc12 (stereo not drawn)	29%[57.1 µM]	-14%	-3%	11%[57.1 µM]	3	12%	1%	5%	-42%
COc1ccc(C(=O)Nc2ccc(S(=O)(=O)N3CCOCC3)cc2)cc1OC	-9%	-2%	0%	-8%	-3	9%	0%	2%	1%
CCOc1cc(C(=S)N2CCCC2)ccc1OCc1ccccc1	-3%	-7%	1%	-3%[57.1 µM]	-1	2%	-1%	9%	-8%
O=C(NNS(=O)(=O)c1ccccc1)c1sccc1-n1cccc1	-1%	-10%	-5%	2%	3	1%	0%	1%	-3%
O=C(NCc1ccc(Cl)cc1)C1CCN(S(=O)(=O)N2CCOCC2)CC1	0%	-23%	-3%	9%	-2	-11%	0%	-3%	11%[56.9 µM]
N#Cc1nc(Cc2cccc3ccccc23)oc1N1CCOCC1	4%	3%	1%	8%	-9	5%	2%	2%	21%
O=C(CN(C(=O)C1CSC(=O)C1)c1cccc(F)c1)NC1CCCC1 (stereo not drawn)	-5%	-11%	-5%	11%	-6	-8%	0%	1%	-8%
COc1ccc(-c2csc(Nc3ccccc3)[n+]2Cc2ccccc2)cc1	-4%	-20%	5%	12%	-1	0%	2%	-1%	6%
COc1ccccc1C1=NOC(COC(=O)c2ccc(Br)cc2)C1 (stereo not drawn)	3%	-14%	8%	15%	-1	24%	-7%	-4%	18%
C#CCOCCOCCOCCNc1nc(N2CCN(C(=O)CCCCCCCCCCNC(=O)[C@H](CCCCN)n3cc(CCO)nn3)CC2)nc(N2CCN(C(=O)CCCCCCCCCCNC(=O)[C@H](CCCN=C(N)N)n3cc(C[C@@H](C)CC)nn3)CC2)n1	0%	u	-13%	11%	10	-12%	-30%	3%	u
C=CCc1ccccc1OCC(=O)N/N=C/c1ccccc1OCC	-25%	-19%	-3%	-31%	0	24%	-1%	-4%	1%
CC(=O)c1ccc(NC(=O)c2cn(C)c(=O)c3ccccc23)cc1	-5%	-5%&-19%	-3%&3%	-1%	-12&0	20%&11%	4%&8%	-7%&-9%	4%
N=c1c(S(=O)(=O)c2ccc(Br)cc2)cc2c(=O)n3ccccc3nc2n1C1CCCCC1	5%	-26%	-2%	17%	-3	-4%	2%	2%	-2%
O=C(CCC(=O)N(CC(=O)NC1CCCC1)Cc1ccc2c(c1)OCO2)Nc1ccccn1	-14%	-20%	-1%	-19%	0	-1%	-2%	1%	42%
CSc1nc(N)n2nc(C(C)(C)C)cc2n1	7%[57.1 µM]	-10%	-3%	-2%[57.1 µM]	-6	-2%	-2%	-14%	-45%
O=C(/C=C/c1ccc(S(=O)(=O)NCc2ccco2)cc1)N1CCN(c2ccccc2)CC1	-9%	-13%	0%	1%	1	-3%	0%	-7%	-6%
CCN(CC)C(=O)CSc1nc(O)c(Cc2ccccc2)c(=O)n1-c1ccccc1C	0%	-11%	-7%	25%	-2	5%	-13%	8%	-11%
CCn1c2c(c(C)cc1=O)C(=O)CC(C)(C)C2	5%	-7%	-3%	9%	-3	2%	0%	1%	-14%
COc1ccc(C)cc1NC(=O)CCNC(=O)c1ccco1	3%	-2%	0%	16%	-7	-4%	0%	0%	12%
Cc1nc(N)nc(SCc2ccc([N+](=O)[O-])cc2)c1N	-3%	-19%	0%	14%	-1	2%	-2%	-6%	-18%
O=C(O)c1cc(S(=O)(=O)N2CCOCC2)c(Sc2ccccn2)cc1Sc1ccccn1	-9%	-12%	-1%	-7%	4	2%	-3%	-1%	-26%
Cc1cc(Cl)ccc1OCCCC(=O)NN	7%[57.1 µM]	-13%	1%	12%[57.1 µM]	-17	-1%	-3%	-2%	-1%
Oc1ccc2ccccc2c1CNc1ccccc1	24%[57.1 µM]	-5%	10%	-58%[57.1 µM]	15	0%	-14%	-10%	u
CCOC(=O)C1CCN(C(=O)c2ccccc2NC(=O)c2ccc(Cl)cc2)CC1	0%	2%	-2%	1%	-4	-4%	3%	-13%	u
COc1ccc(-c2nn3c(-c4ccccc4)nnc3s2)cc1OC	12%	-18%	-2%	21%	-11	-1%	-1%	-8%	-3%
COc1ccc(-c2nc3cc(NC(=O)Cc4ccc(OC)c(OC)c4)ccc3o2)cc1	48%[activator]	-9%	-1%	u	-2	1%	0%	6%	u
Cc1nnc(C)n1/N=C/c1ccc(O)cc1	-5%	-13%	1%	-1%	-2	-1%	0%	1%	5%
Cc1ccc(-c2csc(Nc3ccc(S(N)(=O)=O)cc3)n2)o1	1%[57.1 µM]	-1%	4%	-71%	-3	-5%	-5%	-8%	u
CCOC(=O)Cc1csc(NC(=O)c2ccc3ccccc3n2)n1	-4%	-12%	-2%	5%	-4	0%	-1%	-26%	-13%
CC(=O)c1ccc(N2CCN(C(=O)C3CCN(S(=O)(=O)c4cccc5nonc45)CC3)CC2)cc1	1%[57.1 µM]	3%	3%	8%[57.1 µM]	-4	1%	-1%	2%	4%
CCCOc1ccc(N2C(=O)CC(N3CCN(c4ccccc4F)CC3)C2=O)cc1 (stereo not drawn)	6%	-13%	1%	5%	-4	1%	0%	-1%	1%

High-throughput results: PubChem BioAssay, National Center for Advancing Translational Sciences (NCATS)

These rows are one share of the data; count on the stated rates, not on these rows.
